TRHR enhancer: qHTS for Small Molecule Agonists and Allosteric Enhancers of Human TRH Receptor: Primary Screen for Enhancers; Thyrotropin-releasing hormone receptor (Homo sapiens), P34981; TRHR cells, fluo-8 calcium fluorescence, EC20 TRH enhancement; enhancement, % at 2 µM; hit rate 0.66% among 360,000; in the data active = enhancement above about 30%; note: 0% is about no effect
Target sequence (P34981 whole entry, looked up): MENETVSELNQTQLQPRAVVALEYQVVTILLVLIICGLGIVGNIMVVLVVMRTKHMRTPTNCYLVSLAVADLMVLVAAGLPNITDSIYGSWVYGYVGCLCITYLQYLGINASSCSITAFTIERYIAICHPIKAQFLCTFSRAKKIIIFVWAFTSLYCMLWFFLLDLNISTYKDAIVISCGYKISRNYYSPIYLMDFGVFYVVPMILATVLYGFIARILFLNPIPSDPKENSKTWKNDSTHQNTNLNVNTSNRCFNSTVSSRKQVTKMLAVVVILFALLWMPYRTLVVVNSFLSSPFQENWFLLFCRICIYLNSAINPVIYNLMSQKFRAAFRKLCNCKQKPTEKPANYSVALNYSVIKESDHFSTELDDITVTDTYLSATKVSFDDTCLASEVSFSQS
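TRHR-expressing cells loaded with fluo-8 calcium dye were read kinetically (ex 480/em 530) during compound addition, then stimulated with an EC20 of TRH (10 nM final). Enhancement of the Gq-mediated intracellular calcium response was scored.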
D1 PAM: Potentiators of Human D1 Dopamine Receptor: qHTS; potentiation, % at 10 µM; HEK293 TREx D1 cells, calcium flux, dopamine EC20 potentiation; hit rate 0.036% among 360,000; D(1A) dopamine receptor (Homo sapiens), P21728; in the data active = potentiation above about 30%; note: 0% is about no effect
Target sequence (P21728 whole entry, looked up): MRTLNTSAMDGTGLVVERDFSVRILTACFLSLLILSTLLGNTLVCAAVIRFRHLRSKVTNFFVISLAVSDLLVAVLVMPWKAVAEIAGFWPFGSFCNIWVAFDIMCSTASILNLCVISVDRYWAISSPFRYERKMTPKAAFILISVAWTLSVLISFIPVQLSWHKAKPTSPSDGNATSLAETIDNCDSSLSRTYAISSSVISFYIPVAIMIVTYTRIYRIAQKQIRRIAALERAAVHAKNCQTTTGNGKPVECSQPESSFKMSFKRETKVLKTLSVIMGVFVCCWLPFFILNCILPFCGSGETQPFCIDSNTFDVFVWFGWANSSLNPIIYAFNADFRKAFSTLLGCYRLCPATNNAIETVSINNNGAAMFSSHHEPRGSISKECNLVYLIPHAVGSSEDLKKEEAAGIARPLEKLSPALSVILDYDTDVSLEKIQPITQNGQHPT
D1 ag: Allosteric Agonists of the Human D1 Dopamine Receptor: qHTS. D(1A) dopamine receptor (Homo sapiens), P21728. HEK293 T-REx D1 cells, calcium flux, agonist mode. activation, % at 2 µM. hit rate 1% among 360,000. AID 504660, 2011; in the data active = activation above about 30%; note: 0% is about no effect
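Tetracycline-induced HEK293 TREx D1 cells, force-coupled to calcium signalling, were dye-loaded with a no-wash calcium kit. Compound was pin-added after a 10 s baseline. Fluorescence was read kinetically at 1 cycle/s for 180 s, with calcium rises flagged as agonism.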
RXFP1 agonist: qHTS Assay for Agonists of the Relaxin Receptor RXFP1 | HEK293T-RXFP1 cAMP TR-FRET, 30 min; response scale: percent of porcine relaxin response, buffer zero | Potency, µM (series often up to 57.5 µM), without a hit: at the top dose activation, most hits filed as activators | hit rate 0.3% among 370,000; active = well fitted activation curve with a large enough effect; inconclusive = small, poorly fitted or top-dose-only effect; note: potency is the fitted concentration of half-maximal effect; % is set by controls: 0 for no effect and ±100 for the full control effect; nearly all actives have a fitted effect of over 60% in size; many of its hits are not listed in these tables
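HEK293 cells stably expressing RXFP1, treated 30 min at 37C with compounds plus PDE4 inhibitor Ro 20174; cAMP measured by HTRF TR-FRET. Normalized to buffer and 29 nM porcine relaxin; EC50 by Hill fit.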
D2 potentiator: HTS Assay for Positive Allosteric Modulators of the Human D2 Dopamine Receptor: Primary Screen for Potentiators; D(2) dopamine receptor (Homo sapiens), P14416; hit rate 0.34% among 340,000; AID 485347, 2010; potentiation, % at 10 µM; HEK293 T-REx D2, calcium flux, EC20 dopamine potentiation;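 active = potentiation over 3 SD above the plate norm, cut at about 30% in these data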; note: 0% is about no effect
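Primary screen. Calcium kinetics in induced HEK293 T-REx D2 cells: compound pre-addition 180 s, EC20 dopamine, 180 s more.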
RXFP1 antag: qHTS Assay for Antagonists of the Relaxin Receptor RXFP1; Relaxin receptor 1 (Homo sapiens), Q9HBX9; HEK293-RXFP1, relaxin-stimulated cAMP HTRF, 30 min; active compounds read low; activity change, negative = inhibition, % at 57.5 µM; hit rate 0.59% among 350,000;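 active = activity change of -60% or lower, but not beyond a set lower limit; inconclusive = change between -60% and -40%, or beyond the set limit; inactive = change above -40%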; note: % is set by controls: 0 for no effect and ±100 for the full control effect
D1 antag: Antagonist of Human D 1 Dopamine Receptor: qHTS; D(1A) dopamine receptor (Homo sapiens), P21728; HEK293 TREx D1 cells, calcium flux, dopamine EC80; active compounds read low; activity change, negative = inhibition, % at 10 µM; hit rate 3.2% among 360,000; in the data active = activity change below about -30%; note: % is set by controls: 0 for no effect and ±100 for the full control effect
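Using tetracycline-induced force-coupled D1 Hek293 cells and a calcium dye, signals were followed for 180 s after compound, then for 180 s after EC80 dopamine, to detect inhibitors.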
D2 agonist: HTS Assay for Allosteric Agonists of the Human D2 Dopamine Receptor: Primary Screen for Agonists. HEK293 T-REx D2 cells, calcium flux agonist mode. hit rate 0.53% among 340,000. D(2) dopamine receptor (Homo sapiens), P14416. activation, % at 2 µM;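 active = activation over 3 SD above normal in the single-dose calcium agonist read, cut at about 30% in these data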; note: 0% is about no effect
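HEK293 Trex D2 cells, tetracycline-induced, o/n 30 C 5% CO2; no-wash Ca dye, RT 30–90 min; 10-cycle baseline, 23 nl cpd added, kinetic Ca read 180 s; agonist hits = positive Ca response.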
D2 antagonist: HTS Assay for Allosteric Antagonists of the Human D2 Dopamine Receptor: Primary Screen for Antagonists; D(2) dopamine receptor (Homo sapiens), P14416; HEK293 TREx D2 cells, calcium flux, dopamine EC80; inhibition, % at 10 µM; hit rate 2% among 340,000; AID 485344, 2010; in the data active = inhibition above about 30%; note: 0% is about no effect
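Measurement of antagonist activity uses fluorescent calcium dye in inducible HEK293 T-REx D2 cells: 10 s baseline, compound addition with 180 s read, EC80 dopamine addition with a further 180 s read.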
Numbers without * were called inactive; ? = inconclusive; · = no result given. A portion of the library; count on the stated rates, not on these rows.

Each structure is followed by: TRHR enhancer | D1 PAM | D1 ag | RXFP1 agonist | D2 potentiator | RXFP1 antag | D1 antag | D2 agonist | D2 antagonist
COc1ccc(CCNC(=O)Cn2cc(C(F)(F)F)cc(Cl)c2=O)cc1OC
 : -2 | 0 | 2 | 0.1% | 0 | -13 | -7 | -0.5 | 14
COc1ccc(Br)cc1CNC(=O)CCCn1c(=O)c2cccn2c2ccccc21
 : -3 | -3 | 1 | 11% | -14 | -40 | 5 | 0.8 | ·
CCN1CCN(Cc2nc3cc(NC(=O)COc4ccc([N+](=O)[O-])cc4)ccc3n2C)CC1
 : 27 | -6 | -1 | 5.0% | -12 | -6 | -5 | 0.4 | 11
CCN(CC)c1ccc(C=C2C(=O)OC3(CCCCC3)OC2=O)cc1
 : 4 | -3 | 3 | -1.8% | 0 | -30 | 2 | 0.3 | -14
COc1cccc(OCC(=O)NNC(=O)c2ccc3ccccc3c2)c1
 : 1 | 1 | 4 | 2.3% | 2 | -5 | 2 | -1.5 | 10
O=C(O)c1ccc2c(c1)C(=O)N([C@H](Cc1ccc(O)cc1)C(=O)O)C2=O
 : -6 | 1 | 3 | -0.2% | · | · | 18 | · | ·
CCCOC(=O)c1ccc(-c2ccc(C=O)o2)cc1
 : 2 | -2 | 0 | 3.8% | -5 | -4 | 12 | -0.8 | -2
Cc1nn(C(=O)c2ccc(Cl)cc2)c(C)c1S(=O)(=O)N1CCCCCC1
 : -5 | 0 | 1 | -1.7% | -2 | · | 5 | -1.3 | ·
COc1ccc2[nH]c(=O)c(CN(C(=O)c3cccnc3)c3ccc(C)c(C)c3)cc2c1
 : 1 | -21 | 0 | 4.2% | 12 | -4 | -1 | -1.3 | 4
CCN(c1ccccc1)S(=O)(=O)c1ccc2[nH]c(=O)c(=O)[nH]c2c1
 : -3 | 2 | 2 | 3.1% | · | -10 | -16 | -3.1 | 33*

Part of the list above, with bars between the fields.
Molecule | TRHR enhancer | D1 PAM | D1 ag | RXFP1 agonist | D2 potentiator | RXFP1 antag | D1 antag | D2 agonist | D2 antagonist
CCCOC(=O)c1ccc(-c2ccc(C=O)o2)cc1 | 2 | -2 | 0 | 3.8% | -5 | -4 | 12 | -0.8 | -2
COc1ccc2[nH]c(=O)c(CN(C(=O)c3cccnc3)c3ccc(C)c(C)c3)cc2c1 | 1 | -21 | 0 | 4.2% | 12 | -4 | -1 | -1.3 | 4
COc1cccc(OCC(=O)NNC(=O)c2ccc3ccccc3c2)c1 | 1 | 1 | 4 | 2.3% | 2 | -5 | 2 | -1.5 | 10

Carrying on:
Each structure is followed by: TRHR enhancer | D1 PAM | D1 ag | RXFP1 agonist | D2 potentiator | RXFP1 antag | D1 antag | D2 agonist | D2 antagonist
COc1cc(CC(=O)Oc2ccc3c(c2)OCO3)cc(OC)c1OC
 : -3 | 2 | 5 | -0.4% | 19 | 10 | -9 | -0.5 | -3
CSc1nc(-c2ccccc2)nc2c1COC(C)(C)C2
 : 0 | -4 | 2 | 1.0% | -1 | -22 | 13 | 2.6 | -18
CN(C)CCC1Sc2ccccc2Oc2ccccc21 (stereo not given)
 : 1 | -6 | 28 | 1.4% | -6 | 1 | 0 | -0.7 | -2
C=CCN1c2ccccc2[C@]23C[C@@H](C(=O)OC)N(C(=O)NCCC)C2=NC(C(=O)OC)=C(C(=O)OC)[C@H]13
 : -1 | 0 | 10 | -2.7% | 13 | · | -33* | -0.1 | 0
O=C(Nc1ccc(Cl)cc1Cl)N1CCN(c2ncccn2)CC1
 : 4 | -1 | 4 | 0.7% | 0 | -5 | 1 | 6.2 | -14
O=C(c1ccco1)N1CCCC(c2ccccc2)C1 (stereo not given)
 : 1 | -2 | 0 | -0.4% | 2 | -1 | 8 | 1.0 | 1
CCOC(=O)c1c(NC(=O)c2cc(-c3ccc(OC)cc3)on2)sc(C)c1C
 : 1 | -1 | 0 | 1.2% | · | 4 | 14 | -0.6 | ·
COc1cc(SC)ccc1C(=O)Nc1ccc(OCC(=O)N2CCOCC2)cc1
 : -1 | 1 | 0 | 0.9% | 7 | 2 | 3 | 0.0 | -2
COC(=O)c1sccc1NC(=O)CSCC(=O)O
 : -6 | -2 | 4 | 5.2% | 6 | 15 | -2 | 1.3 | 5
CCN(CC)CCCNC1=C(Cl)C(=O)c2ccccc2C1=O
 : -1 | 1 | -1 | 9.7% | 1 | 20 | -21 | 0.9 | 8
Brc1cccc(OCCCCn2cncn2)c1
 : -4 | -16 | 0 | 0.5% | 1 | 15 | -18 | 0.0 | 3
CCc1ccc(CNC(=O)C2CCCN(S(=O)(=O)N3CC(C)CC(C)C3)C2)cc1 (stereo not given)
 : 7 | -3 | -2 | -3.7% | 24 | -5 | -12 | 0.2 | 9
CCOc1nnnc2c1sc1nc(N3CCOCC3)c3c(c12)CCCC3
 : 2 | -4 | 0 | 0.8% | 2 | -2 | 19 | 1.0 | -10
Cc1ccccc1NS(=O)(=O)c1cc(C(=O)NCCC2=CCCCC2)ccc1Cl
 : 0 | -1 | 4 | 0.9% | -2 | 2 | -15 | -0.1 | -6
Cn1c(CCN2CCCCC2)nc2cc(NS(=O)(=O)c3ccc(Cl)cc3)ccc21
 : -4 | -8 | 0 | 2.0% | 3 | -1 | 7 | 0.3 | 14
Cc1cc(C(=O)OCC(=O)c2ccc(Cl)c([N+](=O)[O-])c2)c2cccc(C)c2n1
 : -1 | -10 | 1 | 2.5% | 1 | -4 | 3 | 0.0 | -10
O=C(Cn1nnc2ccccc2c1=O)NCc1ccco1
 : 8 | -2 | 0 | 2.9% | 0 | -8 | 6 | 0.7 | 12
COc1ccc(Nc2cc(C)nc(N3CCN(C(=O)c4ccc5c(c4)OCO5)CC3)n2)cc1
 : -2 | -8 | 1 | 0.2% | -3 | -11 | 15 | 0.4 | 16
O=C(CCNc1n[nH]c(=O)[nH]c1=O)N/N=C/c1ccccc1Br
 : 5 | -2 | 0 | -1.4% | -3 | 8 | 16 | -0.3 | 12
O=C(O)c1ccccc1C(=O)Nc1nc(-c2ccccc2)cs1
 : 10 | -4 | 3 | -0.3% | 1 | 1 | -4 | · | ·
COc1ccc(CNC(=O)c2ccc(NC(=O)N3CCSc4ncccc43)cc2)c(OC)c1
 : -3 | -2 | -1 | 1.0% | 5 | -12 | 3 | -0.5 | ·
Cc1onc(-c2ccccc2Cl)c1C(=O)Nc1ccccc1C(=O)NC(C)C
 : -3 | 1 | 0 | 2.1% | 0 | -13 | -3 | 0.9 | -3
Cc1cc(C(=O)N/N=C/c2ccc(-c3cccc(Cl)c3)o2)n[nH]1
 : -2 | 0 | 66* | -0.5% | -7 | ? | 19 | -2.3 | 11
CCCCN(CCCC)S(=O)(=O)c1ccc2[nH]c(=O)[nH]c2c1
 : -4 | -3 | 0 | 0.2% | 9 | -7 | 2 | · | ·
COc1ccc(OC(C)C(=O)NCCC2=CCCCC2)cc1 (stereo not given)
 : 1 | -4 | 1 | 0.3% | 1 | 15 | -2 | 0.1 | -2
CC1C(=O)N2CCCc3cc(NC(=O)C(=O)NCCCc4ccccc4)cc1c32 (stereo not given)
 : 0 | -11 | 4 | 1.7% | 18 | -8 | -8 | · | ·
CC(C)(C)N1C(=O)[C@H]2[C@@H](c3ccc(Br)cc3)N3C(=O)N(c4cccc(Br)c4)C(=O)[C@@]3(Cc3ccccc3)[C@H]2C1=O
 : -10 | -4 | 7 | -2.9% | -10 | · | -19 | 0.8 | -11
COc1ccc(C)cc1NC(=O)CSc1nnc(-c2cc3cccc(OC)c3o2)n1N
 : -3 | -6 | 0 | 2.7% | -1 | -14 | 8 | 0.8 | 35*
CCOC(=O)C1(Cc2cccc(OC)c2)CCCN(C(=O)CCN2CCCO2)C1 (stereo not given)
 : -7 | 1 | 4 | 3.9% | -8 | 3 | 0 | -1.6 | 6
Cc1onc(-c2c(Cl)cccc2Cl)c1C(=O)NCCc1ccncc1
 : 5 | -3 | 3 | -2.8% | 8 | -17 | 12 | 0.7 | -3
O=C(NC1CCS(=O)(=O)C1)/C(=C\c1ccccc1)NC(=O)c1ccccc1 (stereo not given)
 : 2 | 4 | 1 | 0.4% | 4 | -3 | 4 | 0.1 | -14
O=C(NCc1ccccc1F)c1ccc(CSc2nc3cccnc3n2Cc2ccccc2)cc1
 : 2 | -4 | 5 | 1.6% | 1 | -11 | -8 | -1.6 | ·
C/C(=N/OC(=O)c1ccccc1)c1oc(C)nc1C
 : 18 | 7 | 0 | -0.6% | 1 | 13 | 19 | 1.1 | -39
Cc1occc1C(=O)Nc1sccc1C(N)=O
 : -4 | -2 | 2 | 0.7% | 0 | 11 | 11 | -0.1 | -11
O=S(=O)(CC(CN1CCCCC1)N1CCCCC1)c1ccccc1 (stereo not given)
 : -5 | -10 | 1 | 1.4% | -9 | 5 | -10 | 0.5 | 7
COc1ccc(S(=O)(=O)Nc2ncccc2C)c2ccccc12
 : 2 | 3 | 3 | 0.8% | -2 | -8 | -3 | 0.2 | -14
COc1ccc2nc(/N=C/c3c(C)[nH]n(-c4ccc(C)cc4)c3=O)sc2c1
 : -9 | -5 | 0 | -1.4% | 6 | -12 | -3 | -0.7 | 27
COc1ccc(-c2cn3nc(N4CCCC(C(=O)Nc5ccc(Cl)cc5C)C4)sc3n2)cc1 (stereo not given)
 : 4 | 4 | -2 | 0.0% | -4 | -16 | -11 | 0.3 | ·
CC(CNC(=O)c1ccc(OC2CCN(Cc3ccccn3)CC2)cc1)Oc1cccnc1 (stereo not given)
 : 0 | 1 | 0 | -2.9% | -2 | -8 | 4 | 0.6 | 0
N#C/C(=C\c1ccc(C#N)cc1)C(=O)c1ccccc1
 : 9 | -5 | 0 | 0.1% | 16 | -3 | 7 | 0.4 | 16
Cc1ccc(NC(=O)C(C)n2nnc3sc4c(c3c2=O)CCCC4)cc1Cl (stereo not given)
 : 0 | 7 | 1 | 0.1% | -15 | -30 | 1 | -0.4 | ·
Cc1cc(Cl)ccc1C(=O)C1CCCN(C(=O)c2snnc2C)C1 (stereo not given)
 : -17 | 0 | 4 | -0.6% | -11 | 10 | -4 | -0.2 | 12
